# Screening data (PubChem BioAssay)
# HIV RNase H inh: blocks HIV-1 RNase H cleavage of RNA/DNA duplex; inhibition, % at 10 µM; AID 565; 65,000 tested, 1.9% active; RT-RNase H RNA/DNA duplex cleavage, fluorescence; in the data active means inhibition above about 50%
# RmlCD inh mix: inhibitors of RmlC and RmlD coupled enzymes; RmlC/RmlD coupled enzyme inhibition, 384-well mixture HTS; 110,000 tested, 0.39% active; AID 1532; inhibition, % at 5.5 µM; in the data active means inhibition above about 30%, passing the limit was not always enough; inconclusive means no clear call, values can overlap the other calls; further: strong numbers were not always called active
# Active calls of the source: *; ? = inconclusive; . = not tested or not shown. A portion of the library; rates above refer to the full screens.
SMILES,HIV RNase H inh,RmlCD inh mix
COc1ccc(C)cc1S(=O)(=O)Nc1ccc(F)cc1,-12.1,16.5
CCCc1c(O)nc(SCCN(CC)CC)[nH]c1=O,.,-14.5
CCO[C@@H]1OC(C(=O)N2CCN(Cc3ccc4c(c3)OCO4)CC2)=C[C@H](c2coc3ccccc3c2=O)[C@H]1CCCO,.,35.1
COc1ccc(N2CCCn3c2nc2c3c(=O)n(Cc3ccccc3F)c(=O)n2C)cc1,-3.4,.
COc1ccc(-c2noc(CN3CCC(Cc4ccccc4)CC3)n2)cc1,-1.9,9.4
O=c1c2c(-c3ccc([N+](=O)[O-])cc3)csc2nc2n1CCC2,.,13.1
Cc1ccc(N=Cc2ccc[nH]2)c(O)c1,2.4,26.7
OCCCc1ccc(O)c(O)c1,.,-8.8
COc1ccc(CNC(=O)c2c(-c3cc(Cl)c(OC)c(Cl)c3)noc2C)cc1,.,-1.8
Cc1c(-c2nnc(-c3ccc(C(F)(F)F)cc3)o2)cnn1-c1ccccc1,.,-3.3
O=C(N/N=C/c1ccc2ccccc2c1)c1ccc(COc2ccc3c(c2)CCC3)o1,.,67.7
N#CCCN(C(=O)c1ccco1)c1ccccc1,-1.7,-1.0
Cc1cn(-c2ccc(Br)cc2)[nH]c1=O,12.8,-13.3
COc1ccc(C2CC(c3ccc(C)cc3)Nc3nc(N)nn32)cc1 (stereo not given),-9.1,-14.1
Cc1cc(C(F)(F)F)nn1-c1nc(-c2ccco2)cc(C(F)(F)F)n1,94.4*,-26.2
CCCCCCCCOC(=O)CCn1[nH]c(=O)c2ccccc2c1=O,.,-11.3
CC(C)C1N=C2c3ccccc3N=C(SCc3cc(=O)n4ccccc4n3)N2C1=O (stereo not given),-12.2,.
CCOc1ccccc1NC(=O)CN(C)S(=O)(=O)c1cccc2nsnc12,-6.7,14.3
CCOc1cc(C2C(C(=O)N3CCCCC3)=C(C)NC3=C2C(=O)CCC3)cc(Br)c1O (stereo not given),14.6,-3.6
Cc1ccsc1C(C(=O)NC1CCCCC1)N(C(=O)Cc1cccs1)C1CC1 (stereo not given),-0.9,-5.3

# One compound at a time, as listed above. Order of values: HIV RNase H inh	RmlCD inh mix
# Profile of `CCOc1cc(C2C(C(=O)N3CCCCC3)=C(C)NC3=C2C(=O)CCC3)cc(Br)c1O` (stereo not given) = 14.6	-3.6
# Profile of `CCCCCCCCOC(=O)CCn1[nH]c(=O)c2ccccc2c1=O` = .	-11.3
# Profile of `Cc1cn(-c2ccc(Br)cc2)[nH]c1=O` = 12.8	-13.3
# Profile of `COc1ccc(C2CC(c3ccc(C)cc3)Nc3nc(N)nn32)cc1` (stereo not given) = -9.1	-14.1
# Profile of `N#CCCN(C(=O)c1ccco1)c1ccccc1` = -1.7	-1.0

# Further compounds.
SMILES,HIV RNase H inh,RmlCD inh mix
COc1ccc(-c2nc(N)n[nH]2)cc1,.,6.4
Fc1ccc(C(c2nnnn2Cc2cccs2)N2CCN(C3CCCCC3)CC2)cc1 (stereo not given),-4.5,5.4
COC(=O)c1ccc2c(=O)n(Cc3ccco3)c(SCC(=O)Nc3ccccc3Cl)nc2c1,86.5*,10.1
COC(=O)[C@H](CCSC)NC(=O)NCCc1ccc(F)cc1,.,-8.1
CCc1ccc(NC(=O)c2cc(C(C)C)on2)cc1,-13.5,5.0
O=C(NCc1ccccc1)c1ccc(CN2CCOCC2)cc1,-2.2,-14.4
O=C(/C=N/O)NCCCn1ccnc1,-6.3,-36.2
CSCCC(NS(=O)(=O)c1ccc2c(c1)OCCO2)C(=O)NCCc1ccccn1 (stereo not given),-3.1,-12.6
Cc1ccc(-n2c(=O)c3c4c(sc3n3c(C)nnc23)COC(C(C)C)C4)cc1 (stereo not given),1.6,-6.5
CCN(C(=O)CN1CCN(c2ccc(O)cc2)CC1)c1c(N)n(Cc2ccccc2)c(=O)[nH]c1=O,45.3,3.2
CCCc1cc(=O)n2[nH]c(Cc3ccccc3)nc2n1,0.4,-8.5
COc1ccc(N(CC(=O)Nc2ccc3c(c2)OCCO3)S(=O)(=O)c2c(C)noc2C)cc1,22.2,.
COc1ccc(O/C(=N\S(=O)(=O)c2ccccc2)c2ccccc2)cc1,.,34.0
CCOc1ccccc1NC(=O)c1ccc(F)c(S(=O)(=O)N2CCC3(CC2)OCCO3)c1,13.8,-17.8
Cc1cc2cc3c(cc2nc1SCC(=O)N1c2ccccc2CC1C)OCO3 (stereo not given),.,5.2
COc1ccc(OC)c(NC(=O)CN(c2ccc(OC)c(Cl)c2)S(C)(=O)=O)c1,-9.1,-4.8
CCCCCCCC(=O)NNC(=O)Cc1ccccc1,.,-5.9
COc1ccccc1N1CCN(CC(=O)c2c(C)n(C)c3ccccc23)CC1,0.8,6.3
COC(=O)COc1ccc(-c2nn(C)c(=O)c3ccccc23)cc1,-15.8,-17.1
COC(=O)Cc1cc(=O)n(-c2nc3ccccc3[nH]2)[nH]1,-3.4,?
CC(=O)C1C(c2ccccc2OC(F)F)NC(=O)NC1(O)C(F)(F)F (stereo not given),-0.3,.
Cc1oc(-c2ccc(Cl)cc2)nc1CN1CCC(C(=O)NCCCN2CCOCC2)CC1,-6.0,-8.4
Cc1ccc(S(=O)(=O)N2CCC(=O)N(C(COCc3ccccc3)C(C)C)CC2)cc1 (stereo not given),.,-11.3
CO/N=C(/CS(=O)c1ccc(Br)cc1)c1ccc(OC)cc1 (stereo not given),.,5.5
CCOc1cccc2sc(=NC(=O)c3ccc(S(=O)(=O)N4CCOCC4)cc3)n(C)c12,.,?
Cc1ccc(C(=O)c2c(NC(=O)c3cccnc3)sc3c2CCCC3)cc1,.,0.1
Cc1cccc(-n2ncc3c(NCc4ccccn4)ncnc32)c1,-4.1,5.8
C/C=C1\C(OC2OC(CO)C(O)C(O)C2O)OC=C(C(=O)OC)C1CC(=O)OCC1C(C)C(OC(=O)CC2C(C(=O)OC)=COC(OC3OC(CO)C(O)C(O)C3O)/C2=C\C)CC1C(CO)CO (stereo not given),.,-15.4
CCCn1c(=N)c(C(=O)NCC2CCCO2)cc2c(=O)n3cccc(C)c3nc21 (stereo not given),-17.8,87.2*
Cc1ccc2nc(C)/c(=N\O)c(C)nc2c1,.,-2.9
CCn1c(COc2cccc(OC)c2)nnc1SCC(=O)Nc1ccccc1C(=O)OC,-23.6,-10.0
COc1nc(Nc2ccc(C(C)C)cc2)nc(OC)n1,.,-3.2
Cc1cccc(-c2noc(CN(C)S(=O)(=O)c3cc(Cl)ccc3Cl)n2)c1,-36.7,-0.3
O=C(NCC1CCCO1)c1ccc(N2CCCCC2)nc1 (stereo not given),-1.4,-41.9
COc1cccc(/C=N/Nc2ncnc(N)c2[N+](=O)[O-])c1OC,.,-1.5
O=C(Nc1ccc(N2CCOCC2)cc1)C1CCCN(S(=O)(=O)c2cccc(C(F)(F)F)c2)C1 (stereo not given),5.8,1.2
CC1(C)C2CCC1(C)C(NC1=NCCC1)C2 (stereo not given),-5.8,5.8
CCOC(=O)C1C(=O)N(C)C2(C)CC1c1cc(OC)ccc1O2 (stereo not given),-13.6,-0.4
COc1ccc(Cn2c(C)cc3c(c2=O)C(c2cccs2)C(C#N)=C(N)O3)cc1OC (stereo not given),.,-1.6
c1ccc(Cn2c(CNc3nc4ccccc4n3CCN3CCOCC3)nc3ccccc32)cc1,-3.9,-9.2
CC(Oc1ccc(Cl)cc1Cl)C(=O)NC1CCSC1=O (stereo not given),-8.7,4.6
NC(=O)c1ccsc1NC(=O)COC(=O)C1CCCN1C(=O)c1cccs1 (stereo not given),-3.4,2.6
COc1cc(OC)cc(-c2nnc(SCC(=O)N3CCCC3)o2)c1,-9.1,-1.5
CN(C(=O)COC(=O)c1ccc(Cl)cc1N)C1CCS(=O)(=O)C1 (stereo not given),.,11.7
Cc1sc(N)nc1-c1cccs1,.,-2.0
COc1ccc(-n2ncc3c(NCCCN4CCOCC4)ncnc32)cc1,2.8,-2.1
CC(C)OCCCNC(=O)c1cc2c(s1)CS(=O)(=O)C2,-5.9,.
CCc1sc(N2C(=O)C3C4CCC(C4=C(C)C)C3C2=O)nc1-c1ccccc1 (stereo not given),.,-10.6
Cc1ccc(C)n1N1C(=O)/C(=C\c2ccc(Cl)cc2)SC1=S,.,-13.6
COC(=O)Cn1ncc2c(C)n(Cc3ccccc3)c(C)c2c1=O,-13.1,4.5
# New compounds follow
SMILES,HIV RNase H inh,RmlCD inh mix
CCOCCCNC(=O)c1c[nH]c2cc(C)ccc2c1=O,-17.2,7.3
Cc1cc(N2CCN(Cc3ccc4c(c3)OCO4)CC2)n2ncnc2n1,-0.4,-0.3
CC(C)C[C@H](N)c1nnc(S(=O)(=O)Cc2ccc(F)cc2)o1,6.7,?
O=C1CC(C(=O)Nc2ccccc2)N=C(N2CCOCC2)N1 (stereo not given),-3.6,-14.4
Cc1ccc2c(c1)c1c(n2CC(O)CN2C(=O)CNC2=O)C(=O)CCC1 (stereo not given),-2.1,1.3
O=C(O)[C@@H](O)c1ccccc1,.,-14.9
O=C(COc1ccc(Cl)cc1)NC1CCSC1=O (stereo not given),-16.8,-6.7
COCCNC(=O)CS(=O)Cc1nc(-c2ccc(OC)cc2)oc1C (stereo not given),0.0,-7.7
Cc1ccc2[nH]c3c(c2c1)CCCC3=O,.,-8.0
Cc1c(C(=O)Nc2c(C)n(C)n(-c3ccccc3)c2=O)oc2ccccc12,-8.2,13.1
Cc1ccc2c(c1)-c1c(cnn1CC(=O)O)CO2,-2.2,-4.4
OCCSc1nc(-c2cccnc2)nc2ccccc12,-42.2,5.1
Cc1nc(CN2CCN(C(=O)c3ccc(Br)cc3)CC2)cs1,-0.2,3.3
NC(=O)[C@@H]1CCCNc2c(I)cc([N+](=O)[O-])cc2C(=O)N[C@@H](CO)C(=O)NCC(=O)N1,.,-14.0
O=S(=O)(NCc1cn2ccsc2n1)c1ccc(Oc2ccccc2)cc1,-12.5,.
Cc1ccc(-c2nc(C3CCN(S(=O)(=O)c4ccc(C(F)(F)F)cc4)CC3)no2)cc1,0.3,-7.7
CCCn1c(SCC(=O)c2ccc(OC)c(OC)c2)nc2c1c(=O)n(C)c(=O)n2C,.,14.4
CCN1C(=O)S/C(=C/c2ccsc2)C1=O,.,2.7
COC(=O)c1ccccc1NC(=O)Cn1cnc2c(cnn2-c2ccccc2)c1=O,74.2*,-15.0
CCCN1C(=O)c2cc(C(=O)Nc3ccccc3CC)ccc2C1O (stereo not given),-9.2,-7.4

# Arranged by formula weight (lowest first): 6 of the compounds above.
SMILES,HIV RNase H inh,RmlCD inh mix
CCN1C(=O)S/C(=C/c2ccsc2)C1=O,.,2.7
Cc1nc(CN2CCN(C(=O)c3ccc(Br)cc3)CC2)cs1,-0.2,3.3
O=S(=O)(NCc1cn2ccsc2n1)c1ccc(Oc2ccccc2)cc1,-12.5,.
COC(=O)c1ccccc1NC(=O)Cn1cnc2c(cnn2-c2ccccc2)c1=O,74.2*,-15.0
CCCn1c(SCC(=O)c2ccc(OC)c(OC)c2)nc2c1c(=O)n(C)c(=O)n2C,.,14.4
Cc1ccc(-c2nc(C3CCN(S(=O)(=O)c4ccc(C(F)(F)F)cc4)CC3)no2)cc1,0.3,-7.7

# Following part.
SMILES,HIV RNase H inh,RmlCD inh mix
CCOc1cc(C(=S)N2CCCCC2)ccc1OS(=O)(=O)c1ccc(Cl)cc1,.,4.6
Cc1sc(NC(=O)c2cccc([N+](=O)[O-])c2)c(C(N)=O)c1-c1ccc(C(C)(C)C)cc1,.,-4.2
Cc1cccc2c1NC(C)CC2C (stereo not given),4.4,1.4
COc1ccc(C2CC(c3cccs3)=NN2C(=O)CSc2nc3c(cnn3-c3ccccc3)c(=O)[nH]2)cc1 (stereo not given),.,-12.9
CCOC(=O)CNc1ccc2c(c1)OCO2,-2.7,-10.9
Cc1ccc(CSCCNC(=O)CCSc2ccccc2)cc1,.,-10.4
O=C(NCc1nnc(SCC(=O)N2CCC(Cc3ccccc3)CC2)o1)c1ccccc1F,-35.8,-0.2
Cc1cc(OCC(O)CN2CCN(C)CC2)ccc1C(C)C (stereo not given),-22.7,-7.7
O=C(Cn1nc(Cl)nc1Cl)c1ccc2c(c1)OCCO2,6.5,15.2
CS(=O)(=O)N(CC(=O)Nc1ccccc1Sc1ccccc1)c1cccc(Br)c1,.,4.2
Cn1c(N2CCOCC2)nc(-c2ccccc2)c1-c1ccccc1,-22.1,4.2
Cc1cc(NC(=O)CSc2nnc(-c3ccco3)n2CC2CCCO2)no1 (stereo not given),-2.5,7.5
Cc1ccccc1CNS(=O)(=O)c1ccc2c(c1)OCCO2,-23.4,-15.3
CCOC(=O)N1CCN(C(=O)CSCC(=O)Nc2nc(-c3ccc(-c4ccccc4)cc3)cs2)CC1,.,-6.6
Cc1ccc(NC(=O)Cc2noc3ccccc23)cc1,.,4.2
NS(=O)(=O)c1ccc(CCNC(=O)CNC(=O)C2CCCCC2)cc1,-22.3,8.5
COCCCn1c(SCc2nnc(-c3ccc(OC)c(OC)c3)o2)nnc1-c1ccncc1,.,37.3
Cn1c(SCC(=O)N2CCCc3ccccc32)nnc1-c1ccco1,-9.0,.
CC(C)n1c(NCc2nc3ccccc3n2C)nc2ccccc21,-7.9,-4.8
Brc1ccc(C2=CC(c3cccs3)n3ncnc3N2)cc1 (stereo not given),.,-12.3
Cc1ccc(-c2nc(C#N)c(NCCc3ccccn3)o2)cc1,-23.2,16.2
CCCCCCn1c(O)c(C=NCCN2CCCCC2)c(=O)[nH]c1=O,6.2,16.8
CCCC1(c2ccccc2)NC(=O)N(CCN2C(=O)c3ccccc3C2=O)C1=O (stereo not given),.,7.0
C=CCSc1nnc(NC(=O)CSc2nc3ccccc3[nH]2)s1,.,-4.4
COC(=O)c1ccccc1NC(=O)Cn1c(-c2nonc2N)nc2ccccc21,8.7,.
CC(NC(=O)Cc1c(F)cccc1Cl)C1CCCO1 (stereo not given),.,7.1
Cc1ccccc1NC(=O)Cn1cnc2c(oc3ccccc32)c1=O,-4.7,3.5
COc1cccc(OC)c1C(=O)N1CCN(S(=O)(=O)c2ccc(C)cc2)CC1,0.1,-6.6
O=C(Nc1cccs1)NC1CCCC1,1.6,-8.1
CC(C)C1C(C#N)=C(N)Oc2n[nH]c(-c3ccc4ccccc4c3)c21 (stereo not given),.,5.5
Cc1oc(-c2cccs2)nc1CS(=O)CC(=O)NCCc1ccccc1 (stereo not given),20.6,7.1
